# Screening results from PubChem BioAssay.
# tim10-1 inh: growth inhibitors of tim10-1 mutant yeast | S. cerevisiae tim10-1 ts strain growth, BacTiter-Glo, 24 h | inhibition, % at 20 µM | AID 463190 | 330,000 tested, 2.2% active;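 active = inhibition of at least 40%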;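 also: mutant grown at 25 °C; 0% = DMSO wells with yeast and 100% = wells holding no yeast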
# tim23-1 inh: tim23-1 yeast growth inhibition. S. cerevisiae tim23-1 growth, BacTiter-Glo luminescence, 24 h. inhibition, % at 20 µM. 330,000 tested, 1.3% active. AID 463212;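 active = growth inhibition of the mutant yeast at or above 50%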;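 also: temperature-sensitive mutant grown at 25 °C; plate controls were DMSO-treated mutant yeast for no effect and medium wells lacking yeast for full effect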
# TIM10 inh: growth inhibitors of TIM10 yeast strain. S. cerevisiae TIM10 strain growth, BacTiter-Glo luminescence, 24 h. inhibition, % at 10 µM. AID 463195. 330,000 tested, 1.4% active;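 active = inhibition of 40% or more at the single tested concentration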;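 also: wild-type TIM10 isogenic control strain grown at permissive 25 °C; 0% = DMSO yeast wells and 100% = minimal medium wells without yeast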
# NALP3 yeast inh: blocks the NALP3 inflammasome reconstituted in yeast | Yeast reconstituted NLRP3/ASC/caspase-1, beta-gal luminescence, 24 h | inhibition, % at 10 µM | 330,000 tested, 0.39% active;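 active = inhibition of 50% or more; inactive = inhibition below 50%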;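 also: plate controls were induced DMSO wells for no effect and uninduced yeast grown without galactose for full effect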
# beta cell repl: induces beta-cell replication in MIN6 cells; MIN6 cells proliferation, ATPlite luminescence, 48 h; cells starved in 0.2% serum; 100% = growth in 10% serum; proliferation, % at 10 µM; 330,000 tested, 0.29% active;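 active = compounds whose signal lies at least 3.5 SD above the mean of all wells on their plate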;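 also: 0% = DMSO-treated cells in low-serum medium and 100% = 10% serum control; some compounds called inactive have numbers as strong as hits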
# APJ antag: APJ receptor antagonism. P35414. CHO-K1 APJ beta-arrestin complementation, luminescence. inhibition, % at 20 µM. 330,000 tested, 0.32% active. AID 2521;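 active = inhibition above about 40% at 20 µM, limit read from the data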;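 also: cells challenged with 10 nM apelin-13 agonist together with compound; plate controls were apelin-13 plus DMSO wells for no effect and DMSO wells lacking apelin-13 for full effect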
# Target sequence (P35414 whole entry, looked up): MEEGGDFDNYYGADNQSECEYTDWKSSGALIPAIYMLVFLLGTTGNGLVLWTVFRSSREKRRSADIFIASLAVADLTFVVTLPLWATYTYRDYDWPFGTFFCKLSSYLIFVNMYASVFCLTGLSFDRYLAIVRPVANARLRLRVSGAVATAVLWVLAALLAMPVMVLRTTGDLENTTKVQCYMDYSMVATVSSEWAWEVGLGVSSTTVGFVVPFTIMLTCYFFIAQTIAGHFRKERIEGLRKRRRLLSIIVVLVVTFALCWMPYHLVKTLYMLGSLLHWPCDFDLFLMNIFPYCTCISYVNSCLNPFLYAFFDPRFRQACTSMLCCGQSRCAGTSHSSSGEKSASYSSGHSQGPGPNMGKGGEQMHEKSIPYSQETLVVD
# NR3A LBD binder: modulators (binders) of human NR3A ligand-binding domain; NR3A LBD differential scanning fluorimetry, Tm shift; 0% = protein alone, 100% = glycine-bound protein; Tm shift relative to glycine control, % at 25 µM; 340,000 tested, 2.5% active; AID 1259313;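 active = melting temperature shift of at least 10% of the positive control shift, at one fixed dose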
# MPTP inh: blocks calcium-induced mitochondrial swelling. isolated mouse mitochondria, Ca2+ swelling absorbance, 30 min. inhibition, % at 10 µM. 360,000 tested, 1.4% active. AID 602449;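 active = inhibition of 50% or more, scaled per plate between neutral and stimulator controls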;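 also: 0% = DMSO wells given calcium and 100% = 1 mM EGTA wells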
# APJ agonist: APJ receptor agonism | P35414 | CHO-K1 APJ PathHunter beta-arrestin, luminescence; 0% DMSO wells, 100% apelin | activation, % at 20 µM | 330,000 tested, 0.11% active;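 active = activation more than six SD over the plate average, tested at 20 µM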;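 also: 0% = DMSO alone and 100% = apelin-13 at 10 nM; some results filed as inactive read as strong as hits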
#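 Assay system: CHO-K1 APJ beta-arrestin complementation cell line / Compound: single test compound dose, 20 µM final, 1% DMSO / Times: overnight seeding, 90 min compound at 25 °C, 1 h detection / Technique: beta-gal luminescence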
# The depositor's hits bear a star.
SMILES,tim10-1 inh,tim23-1 inh,TIM10 inh,NALP3 yeast inh,beta cell repl,APJ antag,NR3A LBD binder,MPTP inh,APJ agonist
Cn1cnnc1SCc1cccc(Br)c1,14.0,7.7,-2.1,-3.9,1.4,4.7,1.2,-1.5,-4.3
Cc1ccc(S(=O)(=O)N2CCN(C(=O)C3COc4ccccc4O3)CC2)cc1C (stereo not given),21.2,20.2,4.8,24.1,5.0,-9.4,1.3,-0.8,-2.4
O=C(c1ccc(Br)o1)N1CCN(Cc2ccc3c(c2)OCO3)CC1,7.3,18.9,6.7,10.0,-0.9,11.8,-0.6,-1.4,0.9
CC(C)CN(Cc1c(O)ccc2c3c(c(=O)oc12)CCC3)CC(C)C,-4.3,-0.7,-5.4,17.2,-0.6,11.8,1.6,-0.5,-0.1
Cc1cc(C)c2nc(Cl)c(CN(Cc3ccco3)C(=O)Nc3ccccc3C)cc2c1,-0.2,19.1,-3.4,14.4,-3.7,11.9,0.5,0.3,-4.6
Cc1ccc(-c2csc3nc(CN(C)Cc4ccccc4)[nH]c(=O)c23)cc1,20.2,45.6,9.6,27.1,-5.8,-11.1,-1.1,0.9,-2.4
O=C(OCCNc1ncc(C(F)(F)F)cc1Cl)c1ccc(S(=O)(=O)N2CCOCC2)cc1,20.3,19.2,21.1,7.6,-3.7,18.6,-7.2,-0.5,-7.0
CN(C(=O)c1ccc2c(c1)C(=O)N(CCC1=CCCCC1)C2=O)C1CCCCC1,29.5,26.1,14.7,3.8,0.2,6.5,0.1,-1.2,-2.0
CCc1cc(C(=O)c2ccc(OC)cc2)c(NC(=O)CN2CCCC2)s1,19.4,30.9,19.8,32.2,-1.5,15.2,0.2,2.1,-0.3
COc1ccccc1N1CCN(C(=O)CSc2nnc(C)n2C2CC2)CC1,-0.7,-1.7,8.5,7.4,-0.2,-3.0,-1.6,1.2,-3.6
CCCc1cc(=O)oc2cc(C)cc(OCC(=O)Nc3ccccn3)c12,12.6,-5.4,-8.0,13.9,2.3,-25.5,0.5,-1.6,-1.0
CC(=O)Nc1cccc(OCCCOc2ccc([N+](=O)[O-])cc2)c1,-5.8,15.7,-2.4,3.5,1.8,22.2,-6.7,1.0,-3.7
O=C(O)Cn1cnc2c(=S)nc[nH]c21,7.1,-6.6,10.9,21.9,0.6,9.1,-0.9,2.0,-7.2
O=C(Nc1ccc(C(=O)O)cc1)/C(=C\c1ccccc1)NC(=O)c1ccco1,2.5,9.1,-13.5,5.4,0.0,10.3,1.2,-0.7,-0.3
CCOc1ccccc1NC(=O)CN(c1cc(C)cc(C)c1)S(=O)(=O)c1c(C)noc1C,9.6,5.9,0.7,-7.9,-2.3,10.7,2.6,0.8,-6.7
CCn1c(SCc2ccc(Cl)cc2)nc2nc3c(cc2c1=O)CCCC3,11.6,26.8,16.1,11.6,-5.3,-17.9,-1.5,-1.2,-4.2
CC(=O)OC[C@H]1O[C@@H](n2ccc(=O)[nH]c2=S)C(OC(C)=O)C1OC(C)=O (stereo not given in full),7.3,1.5,-9.0,6.6,1.6,1.0,-0.9,-0.7,-2.2
Cc1nc(NCc2ccc(S(N)(=O)=O)cc2)c2c(C)c(C)sc2n1,1.6,13.8,5.9,17.3,-2.2,-5.5,1.2,-1.5,3.6
Cc1ccc(S(=O)(=O)N/N=C\c2ccc([N+](=O)[O-])o2)cc1C,23.9,24.6,20.2,7.8,0.7,-31.8,3.2,0.0,7.2
COc1ccccc1N(C(=O)c1snc(C(N)=O)c1N)C(C(=O)NCc1ccccc1)c1ccc(C)o1 (stereo not given),7.4,4.0,-7.9,18.3,-3.6,2.4,-1.7,0.5,-4.1
Cc1cccnc1CC(C)NC(=O)c1cc(COc2cncc(Cl)c2)on1 (stereo not given),13.4,22.6,2.7,15.7,4.5,-8.4,-1.1,-0.8,-6.6
CC(=O)Oc1ccc2c(c1)cc(C)n2C,17.0,12.0,9.5,-6.1,-2.3,-9.4,-0.6,0.8,0.7
OC(CNCc1ccccc1)c1ccccc1 (stereo not given),-19.0,-0.5,-1.4,15.6,-0.5,24.7,6.7,0.9,-1.2
COc1ccc(CC2(CO)CCN(S(=O)(=O)N(C)C)CC2)cc1,5.0,5.6,6.5,13.8,2.9,0.0,4.3,-3.7,-3.4
COc1cc(OC)cc(C(=O)NCC(=O)OCC(=O)NC(C)(C)C)c1,-5.7,0.6,-5.9,10.2,-2.7,12.8,0.3,-1.0,-3.0
CCCC(=O)NC(=S)Nc1cccc(NC(=O)c2ccccc2Cl)c1,36.4,53.5*,44.8*,-1.8,2.5,1.1,2.5,2.5,-4.4
COc1ccccc1NS(=O)(=O)c1cccc(NC(=O)c2sc3ccccc3c2Cl)c1,26.2,28.6,28.9,11.8,-3.6,-1.3,1.0,8.2,-1.4
O=C(Nc1ccc(C(=O)N2CCOCC2)cc1)c1cc(-c2cccnc2)nc2ccc(Cl)cc12,10.7,-6.2,-4.1,1.6,0.1,14.7,0.1,1.5,1.1
COc1ccccc1N1C(=O)C2C(c3ccccc3F)NN(C(=O)c3ccc(C)cc3)C2C1=O (stereo not given),4.8,3.6,14.5,12.6,-1.2,8.7,-0.2,-3.0,-2.1
CCCn1c(SCC(=O)N2c3ccccc3Sc3ccccc32)nc2ccccc21,23.3,23.6,21.1,17.3,-5.3,16.9,1.3,6.7,4.8
Cc1cc(C)cc(NC(=O)CCN2CCCC2)c1,-3.5,10.3,-10.0,4.6,-2.9,7.2,0.2,0.2,-3.7
CC1=C(C(=O)OC(C)C)C(c2ccccc2)NC(=O)N1C (stereo not given),-2.1,10.7,-13.1,20.9,-0.7,7.8,-1.3,-0.4,0.3
O=[N+]([O-])c1cccc(-c2cn3ccccc3n2)c1,12.6,-3.9,-11.1,37.9,2.9,-33.5,-1.1,3.6,-1.8
COc1ccc(NC(C)=O)c2nc(C)c(C)nc12,2.8,-3.4,-2.8,-7.6,-3.4,1.0,-2.4,0.8,-0.5
O=C(NCc1ccco1)Nc1ccccc1Cl,0.9,15.1,4.0,-14.3,-1.4,-2.1,0.7,0.1,15.1
O=C(Nc1cc(C(F)(F)F)ccc1N1CCOCC1)c1ccncc1,3.0,6.9,8.9,5.2,-1.7,8.1,3.8,-2.6,-3.1
O=C(CSC1=NS(=O)(=O)c2cc(F)ccc2N1)Nc1cccc(F)c1,4.4,-13.3,8.7,4.9,-0.3,11.5,3.7,2.0,-3.3
COc1cc(OC)cc(C(=O)NC2CCSc3ccccc32)c1 (stereo not given),2.2,13.3,-3.5,4.9,-0.8,-0.7,0.8,0.5,2.2
C=CC[C@@H](CC(=O)OC(C)(C)C)C(=O)OC[C@@H]1CCCN1C(=O)[C@@H](CC=C)CC(=O)N(CCO)Cc1ccccc1,18.3,28.1,10.5,3.5,-2.8,-13.3,-0.5,-0.3,-3.7
Cc1cc2cc3c(cc2nc1SCC(=O)N1CCCC1)OCCO3,17.9,26.3,20.1,18.6,-1.5,1.3,-0.4,-0.7,-1.0
COc1ccc(CCC(=O)NNC(=O)c2ccc(F)cc2)cc1,-30.8,-4.2,7.9,4.1,3.2,15.5,2.0,-1.0,-0.3
COc1ccc(N2C(=O)CSC(c3ccccc3)C2=O)cc1 (stereo not given),28.1,20.1,4.6,1.6,1.5,1.6,-1.0,0.0,0.3
Cc1ccc(Cc2c(C)nc3nc(SCC(=O)NCCCN4CCCCC4)nn3c2C)cc1,-5.6,11.1,-8.3,17.8,0.8,-5.4,0.2,-1.4,3.2
CCCc1nnc(SCC(=O)NC2CCCC2)n1CCOC,-8.2,-7.5,0.1,7.9,0.5,15.8,1.6,-1.8,-4.1
COC(=O)c1ccc(C(=O)NC(=S)Nc2ccc3nc(SC)sc3c2)cc1,2.6,-2.2,3.5,10.7,-1.2,13.8,0.4,-0.6,-4.3
N#CCN1C(=O)C(=O)N(Cc2cccc(Cl)c2)C1=O,5.4,13.9,2.9,13.9,-5.3,10.8,0.1,-0.4,0.4
COc1ccc(N(CC(=O)NCCc2ccc(Cl)cc2)S(=O)(=O)c2c(C)[nH]c(=O)[nH]c2=O)cc1,-14.1,-3.1,4.6,10.1,-1.0,2.7,0.1,-0.6,-2.6
N#CCCN(Cc1ccccc1)C(=S)Nc1ccccc1,-1.3,8.2,-8.1,-14.7,-0.3,6.8,-7.5,-0.3,-2.7
O=C(NCCc1ccccc1)c1ccc2c(c1)N(Cc1ccccc1)CCS2,29.8,25.9,0.4,23.6,1.6,-5.4,1.8,0.6,-1.7
COc1ccc(S(=O)(=O)NCC(c2cccnc2)N2CCN(C)CC2)cc1C (stereo not given),12.8,1.7,-10.1,20.0,-0.8,18.0,-2.5,-0.5,4.2

# 3 entries from above, with two lines to a compound:
# Screens in order: tim10-1 inh, tim23-1 inh, TIM10 inh, NALP3 yeast inh, beta cell repl, APJ antag, NR3A LBD binder, MPTP inh, APJ agonist
COc1ccc(CCC(=O)NNC(=O)c2ccc(F)cc2)cc1
 : -30.8, -4.2, 7.9, 4.1, 3.2, 15.5, 2.0, -1.0, -0.3
COc1ccc(N2C(=O)CSC(c3ccccc3)C2=O)cc1 (stereo not given)
 : 28.1, 20.1, 4.6, 1.6, 1.5, 1.6, -1.0, 0.0, 0.3
Cc1ccc(Cc2c(C)nc3nc(SCC(=O)NCCCN4CCCCC4)nn3c2C)cc1
 : -5.6, 11.1, -8.3, 17.8, 0.8, -5.4, 0.2, -1.4, 3.2

# Carrying on:
SMILES,tim10-1 inh,tim23-1 inh,TIM10 inh,NALP3 yeast inh,beta cell repl,APJ antag,NR3A LBD binder,MPTP inh,APJ agonist
CC(C(=O)Nc1cccnc1)N1C(=O)c2ccccc2C1=O (stereo not given),14.0,16.1,14.1,6.2,-1.7,13.6,-0.6,0.1,-0.9
CC(=O)Nc1ccc2c(c1)OCCOCCOc1cc(NC(C)=O)ccc1OCCO2,-7.3,8.0,-1.2,0.9,-1.9,-11.8,-0.9,-1.3,2.1
COc1ccc(-c2cnnn2-c2ccc(N)cc2)cc1OC,11.3,0.1,-9.0,10.6,7.6*,33.4,-0.2,-1.6,-4.3
CCOc1ccc(C=Nc2cccc3ncccc23)cc1,5.8,7.5,11.3,0.9,-2.2,-19.4,0.7,-2.4,1.5
COc1ccc(OC)c(C2C3=C(CC(C)(C)CC3=O)Nc3nnnn32)c1 (stereo not given),12.7,6.8,-1.0,5.3,0.0,8.3,0.6,-0.2,0.7
O=C1[C@H]2[C@H](C=CC[C@H]2C(=O)N2CCN(c3ccccc3)CC2)CCN1Cc1ccccc1,4.2,22.0,-3.2,9.8,-3.8,14.9,0.0,0.0,-2.1
Cc1nc(C)c(-c2ccc(SCc3ccc(Cl)cc3)nn2)s1,35.9,29.6,10.5,9.6,-0.7,12.9,-2.8,-1.0,0.6
COc1cccc(CN(C)C(=O)CSCC(=O)Nc2cc(C)on2)c1OC,0.9,-7.0,-4.8,18.2,2.7,14.6,-1.8,-0.6,-2.4
Cc1cc(O)c(C(=O)Cc2csc(C)n2)c(O)c1,-5.1,21.0,2.2,19.6,-4.5,26.2,-0.7,-1.3,-5.7
CC(=O)N1N=C(c2ccc(NS(=O)(=O)c3ccccc3)cc2)CC1c1ccco1 (stereo not given),7.8,6.9,10.4,-3.8,-1.2,6.6,-1.2,0.1,2.8
Cc1cc(C)nc(Nc2n[nH]c(C)n2)n1,8.1,-1.0,0.9,0.5,-1.8,-5.5,-3.5,1.6,-0.7
COCCn1cc(C(=O)NCCCN2CCC(C)CC2)c2c3ccccc3n(C)c2c1=O,10.9,12.2,-3.1,7.9,-3.0,20.3,0.1,-2.0,-3.6
CC(=O)c1cccc(NC(=O)c2ccc(CN3CCc4ccccc4C3)cc2)c1,0.3,14.6,15.5,7.5,-2.1,2.0,-2.2,-0.1,1.5
